Screening data from PubChem.
PAFAH1B3 FP inh: blocks human PAF acetylhydrolase 1B catalytic subunit 3 | Q15102 | recombinant PAFAH1B3, FP-rhodamine probe, fluorescence polarization | inhibition, % at 3.39 µM | 340,000 compounds, 0.28% hits;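 active means inhibition above the screen-wide average of all tested compounds plus 3 SD, cut at about 25% in these data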;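 further: 0% = enzyme with DMSO only and 100% = wells lacking PAFAH1B3 protein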
Target sequence (Q15102 whole entry, looked up): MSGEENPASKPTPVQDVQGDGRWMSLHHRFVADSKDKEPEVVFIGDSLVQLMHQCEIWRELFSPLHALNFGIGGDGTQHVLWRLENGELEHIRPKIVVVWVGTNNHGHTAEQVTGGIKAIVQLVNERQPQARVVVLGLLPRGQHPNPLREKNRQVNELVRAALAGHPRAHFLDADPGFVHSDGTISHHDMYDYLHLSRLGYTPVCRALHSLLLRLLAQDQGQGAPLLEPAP
PREPL inhibitor: human PREPL enzyme inhibition. Q4J6C6. recombinant PREPL, fluorescence polarization activity-based probe. inhibition, % at 5.96 µM. 320,000 compounds, 0.68% hits. AID 2751; in the data active means inhibition above about 43%;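 further: 0% = enzyme with DMSO and 100% = wells lacking enzyme; many of its hits are not listed in these tables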
LYPLA1 inh: LYPLA1 (human) inhibition in PME1 counter-screen. O75608. recombinant LYPLA1, FP-Rh probe fluorescence polarization. inhibition, % at 5.9 µM. AID 2174. 320,000 compounds, 0.16% hits;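 active means inhibition above the mean of all tested compounds plus 3 SD, set per campaign, cut at about 14% in these data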;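 further: inhibitors block serine hydrolase probe labeling of LYPLA1 so polarization falls; 0% = enzyme with DMSO and 100% = wells lacking LYPLA1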
GSTO1 inh: GSTO1 inhibition, counter-screen for RBBP9 inhibitors; P78417; recombinant GSTO1, activity-based probe fluorescence polarization; inhibition, % at 5.96 µM; 300,000 compounds, 1.1% hits; AID 1974;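 active means inhibition above the campaign mean inhibition plus 3 SD, cut at about 35% in these data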;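 further: 0% = GSTO1-1 with DMSO and 100% = wells lacking GSTO1-1 enzyme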
Target sequence (P78417 whole entry, looked up): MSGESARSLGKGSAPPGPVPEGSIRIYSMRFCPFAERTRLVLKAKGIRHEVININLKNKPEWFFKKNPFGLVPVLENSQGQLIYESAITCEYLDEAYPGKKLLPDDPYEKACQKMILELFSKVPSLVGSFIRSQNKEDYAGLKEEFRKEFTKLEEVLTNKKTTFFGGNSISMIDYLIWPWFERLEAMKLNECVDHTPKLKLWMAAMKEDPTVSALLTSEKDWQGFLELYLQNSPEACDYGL
PAFAH1B2 inh: inhibitors of human PAFAH1B2 | P68402 | inhibition, % at 3.39 µM | AID 492953 | 340,000 compounds, 1.2% hits | recombinant PAFAH1B2, FP-rhodamine activity probe, fluorescence polarization;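 active means inhibition above the mean of all tested compounds plus 3 SD, cut at about 24% in these data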;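 further: 0% = enzyme with DMSO and 100% = wells lacking PAFAH1B2; many of its hits are not listed in these tables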
pPAFAH inh: pPAFAH (human) enzyme inhibition. Q13093. recombinant pPAFAH, FP-rhodamine probe fluorescence polarization. inhibition, % at 3.39 µM. 330,000 compounds, 1.5% hits. AID 463082;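 active means inhibition above the mean inhibition across the screen plus 3 SD, cut at about 25% in these data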;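 further: inhibitors block binding of the rhodamine activity-based probe so polarization drops; 0% = enzyme with DMSO and 100% = wells lacking pPAFAH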
Target sequence (Q13093 whole entry, looked up): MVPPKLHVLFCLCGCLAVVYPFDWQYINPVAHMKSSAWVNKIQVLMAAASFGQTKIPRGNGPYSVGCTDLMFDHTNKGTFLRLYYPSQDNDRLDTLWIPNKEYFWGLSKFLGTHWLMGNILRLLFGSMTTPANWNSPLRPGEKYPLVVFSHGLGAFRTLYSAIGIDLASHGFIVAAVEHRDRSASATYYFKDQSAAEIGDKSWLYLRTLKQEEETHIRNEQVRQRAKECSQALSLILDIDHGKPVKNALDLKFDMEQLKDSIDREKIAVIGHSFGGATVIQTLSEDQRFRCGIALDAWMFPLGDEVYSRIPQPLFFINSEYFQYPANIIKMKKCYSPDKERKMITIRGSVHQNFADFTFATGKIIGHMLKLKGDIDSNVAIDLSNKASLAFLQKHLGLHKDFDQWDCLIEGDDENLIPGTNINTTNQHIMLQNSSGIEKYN
LYPLA2 counter: counter-screen for PME1 inhibitors: inhibitors of human LYPLA2; recombinant LYPLA2, FP-Rh probe fluorescence polarization; inhibition, % at 5.9 µM; 320,000 compounds, 0.38% hits;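 active means inhibition above the screen-wide mean plus 3 SD, limit set per campaign, cut at about 26% in these data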;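 further: 0% = LYPLA2 with DMSO and 100% = wells lacking LYPLA2 enzyme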
PAD4 FP inh: blocks human protein arginine deiminase 4 | Q9UM07 | recombinant PAD4, RCA probe fluorescence polarization | inhibition, % at 6.36 µM | 330,000 compounds, 0.41% hits | AID 485272;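 active means percent inhibition above a cutoff equal to the mean of all tested compounds plus 3 SD, cut at about 15% in these data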;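 further: 0% = PAD4 with RCA probe and DMSO and 100% = probe without PAD4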
PAFAH2 FP inh: PAFAH2 (human) inhibition; Q99487; recombinant PAFAH2, FP-rhodamine activity probe, fluorescence polarization; inhibition, % at 3.39 µM; 340,000 compounds, 0.99% hits; AID 492956;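 active means inhibition above the mean over all tested compounds plus 3 SD, cut at about 30% in these data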;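 further: inhibitors block probe labeling of enzyme so polarization drops; 0% = enzyme with DMSO and 100% = wells lacking PAFAH2 protein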
Numbers without * were called inactive; nt = not tested or not shown. The list is partial (hit frequency here may not be typical).

Molecule | PAFAH1B3 FP inh | PREPL inhibitor | LYPLA1 inh | GSTO1 inh | PAFAH1B2 inh | pPAFAH inh | LYPLA2 counter | PAD4 FP inh | PAFAH2 FP inh
CC1CCN(C(=O)c2ccc(N3CC4CC(C3)c3cccc(=O)n3C4)c([N+](=O)[O-])c2)CC1 (centres undefined) | 0 | -1 | -3 | 3 | 0 | 1 | 2 | 0 | -7
O=P(NC(c1ccccc1)c1ccccc1)(Oc1ccccc1)Oc1ccccc1 | 1 | 3 | -5 | 9 | -3 | 8 | 6 | 2 | -2
COC(=O)C1=C(c2ccc(-c3ccccc3)c(F)c2)C[C@@H]2CC[C@H]1N2C(=O)NCc1cccc2ccccc12 | -6 | -35 | -9 | nt | -4 | -2 | -7 | -4 | -14
COc1ccc2c(C)c(CCC(=O)N3C[C@H]4C[C@@H](C3)c3cccc(=O)n3C4)c(=O)oc2c1 | 4 | 3 | -4 | -15 | 3 | 1 | -3 | -2 | 5
COC(=O)C(O)(c1ccc(N(C)C)cc1)C(F)(F)F (centres undefined) | 5 | -11 | -1 | 3 | 3 | -9 | -3 | 1 | 6
COc1ccc2c3c1OC1C(=O)CC[C@@]4(O)[C@@H](C2)N(C)CC[C@]314 (some centres undefined) | -3 | 8 | nt | nt | -6 | -5 | nt | -3 | 0
CCCCCCn1c(O)c(C=Nc2ccccc2N2CCOCC2)c(=O)[nH]c1=S | nt | 5 | 2 | -7 | nt | -3 | -2 | 0 | nt
COc1cccc(O)c1CN1CCCC(C(=O)c2ccccc2SC)C1 (centres undefined) | 4 | 14 | 12 | 8 | 4 | -1 | 10 | 4 | 6
Cn1cc(CCC(=O)N2CCC3(CC2)OCCO3)c2ccccc21 | 3 | 2 | 0 | -8 | 4 | 1 | -2 | -1 | 19
NCCCP(=O)(O)CCc1ccccc1 | 6 | 6 | -2 | 5 | 2 | 2 | -1 | -1 | 7
Cc1cc(/C=C2\C(=O)NC(=O)N(Cc3ccccc3)C2=O)c(C)n1C1CC1 | -12 | 15 | -3 | 12 | -6 | 1 | 2 | -6 | 12
CCOC(=O)c1nc2ccccc2c(=O)n1-c1cccc(C)c1 | 1 | -6 | 1 | 0 | 6 | 6 | 1 | -6 | 3
COc1ccc(CCNCc2ccncc2)cc1OC | 0 | -6 | -1 | -5 | -3 | 4 | -2 | -1 | -4
Clc1cccc(C2NCc3ccccc3-n3cccc32)c1 (centres undefined) | -1 | 7 | -3 | -6 | -2 | 2 | 2 | 2 | -2
COC(=O)C1=C(c2c(C)noc2C)C[C@@H]2CC[C@H]1N2C(=O)NCCOc1ccccc1 | 1 | 15 | 3 | nt | 2 | 0 | 3 | -1 | 0
OCc1cnc[nH]1 | -3 | 4 | 1 | 6 | -7 | 5 | 8 | 4 | 1
C/C(=N\N1CCN(C)CC1)c1c(O)n(Cc2ccccc2)c(=O)[nH]c1=O | 9 | 12 | -1 | 5 | 5 | 4 | 0 | 2 | 6
CC(C)n1c(O)c(C=NCc2cccnc2)c(=O)[nH]c1=S | 6 | 15 | 2 | 0 | 1 | 1 | 4 | -3 | 1
CCOC(=O)c1c(-c2ccccc2)oc2ccc(OC(=O)N(C)C)cc12 | 6 | 7 | -2 | 9 | 2 | 3 | 12 | -4 | -7
Oc1ccc(Br)cc1CN1CCN(c2ccccc2)CC1 | 7 | 21 | -6 | 5 | 4 | 2 | 3 | -1 | -1
COC(=O)C1=C(c2ccc3ccccc3c2)C[C@@H]2CC[C@H]1N2C(=O)NCc1ccc(F)cc1 | 13 | -42 | 6 | nt | 3 | 1 | 1 | -4 | 2
C[C@@H]1NCCc2cc(O)c(O)cc21 | -1 | -11 | -2 | 13 | -1 | 9 | -2 | 1 | 12
Cc1nc(CCl)cc(=O)[nH]1 | 8 | 9 | -1 | 69* | 4 | 2 | 5 | 0 | 5
COc1ccc(-n2c(-c3ccc(C)cc3)nc3ccccc3c2=O)cc1 | 3 | 13 | -1 | -10 | 5 | 4 | -2 | 2 | 1
CCN(CC)C(=O)c1ccc(NC(=O)CCCSc2ccccc2)cc1 | -1 | -90 | -2 | 1 | 1 | 7 | 8 | -4 | 0
Cc1c(C(c2ccc(F)cc2)c2c(O)c3ccccc3oc2=O)c(=O)n(-c2ccccc2)n1C (centres undefined) | -2 | -1 | -2 | -2 | 1 | 0 | 3 | 0 | 6
CNC(=S)N1CC2CC(C1)c1cccc(=O)n1C2 (centres undefined) | 1 | 1 | 1 | -5 | 4 | 6 | -1 | 0 | -11
O=C(O)Cn1cc(C=C2C(=O)NC(=O)NC2=O)c2ccccc21 | 3 | 6 | -3 | -2 | 0 | 5 | -2 | -3 | -4
CNCCc1ccc(OC)c(OC)c1 | 5 | 9 | 3 | 6 | -4 | -1 | 5 | 0 | -2
Cc1cc(C)nc(NS(=O)(=O)c2ccc(N=Cc3c(O)n(C)c(=O)n(C)c3=O)cc2)n1 | nt | -1 | 5 | -15 | nt | 5 | 7 | 0 | nt
CC(=O)O[C@@]12CO[C@@H]1C[C@H](O)[C@@]1(C)C(=O)[C@H](O)C3=C(C)[C@@H](OC(=O)[C@H](O)[C@@H](NC(=O)c4ccccc4)c4ccccc4)C[C@@](O)([C@@H](OC(=O)c4ccccc4)C12)C3(C)C (some centres undefined) | -1 | 6 | 0 | -4 | 4 | 2 | 1 | 0 | 0
O=c1c2ccccc2nc(/C=C/c2ccc(F)cc2)n1-c1ccccc1O | -2 | -22 | -6 | -7 | -2 | 3 | -15 | 6 | -6
CC(=O)N1N=C(c2cccnc2)OC1c1ccccc1Cl (centres undefined) | 5 | 2 | 0 | -5 | 2 | 2 | 0 | -1 | -10
COC(=O)C1=C(c2cccc(OC)c2OC)C[C@@H]2CC[C@H]1N2C | -2 | -5 | -2 | nt | 3 | 3 | -2 | -3 | -3
COc1cc2c(cc1OC)C(c1c(O)n(CCc3ccccc3)c(=S)[nH]c1=O)NCC2 (centres undefined) | nt | -18 | -20 | -30 | nt | -11 | -45 | -12 | nt
CCN(CC)c1ccc(/C=N/c2sc3c(c2C#N)C2CCN3CC2)c(O)c1 | 4 | 4 | -5 | 5 | 0 | 9 | -4 | -1 | 6
CCCN(CCC)C1Cc2cc(OC)c(OC)cc2C1 | 5 | -5 | -2 | 5 | 0 | -1 | 1 | -2 | -8
CC(C)CC1C(C#N)=C(N)Oc2c1c(=O)oc1ccccc21 (centres undefined) | 3 | 12 | 2 | 2 | 10 | 4 | 2 | 2 | 7
O=c1[nH]c(=S)[nH]c(O)c1N=Nc1ccc(OC(F)F)cc1 | 3 | 5 | 3 | 7 | -2 | 6 | 5 | -3 | 5
CC1CN(C)C(C)(C)CC1(O)c1ccccc1 (centres undefined) | 3 | 1 | 1 | -5 | 7 | 9 | -1 | 4 | -1
COC[C@]12CN(C)C3C4[C@H](OC)[C@H]1C3([C@@H](OC)C[C@H]2O)[C@@H]1C[C@@]2(O)[C@H](OC(=O)c3ccccc3)[C@@H]1[C@]4(OC(C)=O)[C@@H](O)[C@@H]2OC | nt | 12 | 0 | 3 | nt | 4 | 0 | 1 | nt
Cn1c(O)c(/C=C2\C=Nc3ccc(Br)cc32)c(=O)n(C)c1=O | 10 | -4 | 0 | -4 | 3 | 1 | 1 | 0 | 6
C[N+](C)(C)Cc1ccccc1 | 7 | 3 | 0 | 6 | 2 | 4 | -1 | -1 | 1
O=c1[nH]c(=S)n(-c2ccc(Br)cc2)c(O)c1C=Nc1ccc(N2CCOCC2)cc1 | -1 | 14 | -3 | 33 | 2 | 57* | -5 | -11 | 10
COC(=O)C1=C(c2ccc(F)cc2F)C[C@@H]2CC[C@H]1N2C(=O)N1CCCC1 | 9 | 5 | -1 | nt | 1 | 3 | 5 | 2 | 7
CC1SC2(CN3CCC2CC3)NC1=O (centres undefined) | -2 | -4 | -4 | 6 | -3 | 1 | -3 | 1 | -3
COc1ccc2c(CN3CC=C(c4ccccc4)CC3)cc(=O)oc2c1 | 8 | 9 | -2 | 4 | -1 | -1 | -3 | -1 | 0
O=C1C2CCN(CC2)[C@@H]1Cc1ccc2ccccc2c1O | 6 | -10 | -1 | 6 | -2 | 7 | 8 | -4 | 7
COC(=O)C1=C(c2ccc(OC(F)(F)F)cc2)C[C@@H]2CC[C@H]1N2C(=O)NCCc1ccccc1 | 6 | 8 | -3 | nt | 3 | 30* | 4 | -7 | -2
Cc1ccc(/C=C2\C(=O)NC(=S)N(c3ccc(F)cc3)C2=O)s1 | -2 | -2 | -4 | -3 | 9 | -4 | -8 | -12 | 20
CC[C@H]1C2C[C@H]3[C@@H]4N(C)c5ccccc5C45C[C@H](C2[C@H]5O)N3[C@@H]1O (some centres undefined) | 5 | 23 | 3 | -1 | -2 | 3 | 6 | -3 | 5
CC1CN(O)C2CCc3c(no[n+]3[O-])C12O (centres undefined) | 0 | -3 | -1 | 6 | -3 | 2 | -4 | -3 | -8
COC(=O)C1=C(c2cccc(OC)c2OC)C[C@@H]2CC[C@H]1N2C(=O)NCCCOC(C)C | -1 | 7 | -1 | -1 | 1 | 4 | 5 | -1 | 1
c1ccc2c3c([nH]c2c1)CNCC3 | 5 | 34 | -1 | 6 | 4 | 4 | -3 | -5 | -9
CCCCCCNC(=O)N[C@@H](Cc1ccc(O)cc1)C(=O)NCCC[C@H]1CN2C(=NC[C@H]2C)N1CC1CCC1 | nt | 17 | -1 | 6 | nt | -1 | -6 | 1 | nt
CN(C)C1(CNC(=O)Cc2ccccc2F)CCCCC1 | 9 | 6 | -2 | -1 | 0 | 3 | -7 | -5 | 1
Cc1nnc2ccc(-c3cccc(C(F)(F)F)c3)nn12 | 14 | -4 | -2 | 1 | 4 | 2 | 4 | -6 | 1
CCOc1ccc(-c2cc(C)[n+](CCO)c(-c3ccc(OCC)cc3)c2)cc1 | 3 | 9 | 1 | 3 | 2 | 5 | 12 | 6 | 3
O=C1CCN(C(=O)CCCn2c(=O)oc3ccccc32)CC1 | 3 | 11 | 2 | -4 | 4 | 4 | 2 | 1 | -3
COc1ccc(-c2nn(CCC#N)cc2C(=O)Nc2ccccc2)cc1OC | 1 | -2 | 0 | 6 | 0 | 6 | 0 | -4 | 2

The list continues:
Molecule | PAFAH1B3 FP inh | PREPL inhibitor | LYPLA1 inh | GSTO1 inh | PAFAH1B2 inh | pPAFAH inh | LYPLA2 counter | PAD4 FP inh | PAFAH2 FP inh
COC(=O)C(O)(c1ccc(NC(=S)NC(=O)c2ccc(Cl)cc2Cl)cc1)C(F)(F)F (centres undefined) | -9 | 15 | -10 | -21 | -8 | -4 | -6 | -1 | -4
C[C@]12CCC3C(CC[C@@H]4CC(=O)CC[C@]34C)C1CC[C@@H]2O (some centres undefined) | 2 | 2 | nt | nt | -1 | -2 | nt | 1 | -2
CC(N)Cc1ccccc1Sc1ccc(O)cc1 (centres undefined) | nt | -13 | -1 | -3 | nt | -4 | -6 | -1 | nt
CCC1(C(=O)c2ccccc2)C2c3ccccc3OC(=O)C21C(C)=O (centres undefined) | nt | -3 | 1 | 7 | nt | 1 | -2 | 0 | nt
Nc1ccc(S(=O)(=O)N2CCCCC2c2cccnc2)cc1 (centres undefined) | 2 | -14 | -2 | 0 | 0 | -7 | -6 | 3 | 0
O=C(c1cc(F)ccc1F)C1CCCN(CCCc2ccccc2)C1 (centres undefined) | -1 | -3 | -4 | -1 | 2 | 7 | 3 | 0 | -4
